C2C12 statin – suppressors of simvastatin-induced myotoxicity in C2C12 myotubes; ATP luminescence, 48 h; scaled: DMSO 0, geranylgeraniol control 100; rescue of ATP level, % at 7.49 µM; actives 0.78% (n = 330,000); AID 602340;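 active = mean ATP rescue above about 67%, or every replicate alone reaching that limit, limit read from the data, passing the limit was not always enough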;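 note: myotubes were challenged with 10 µM simvastatin during compound exposure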
FN deposition inh – fibronectin deposition inhibition; AH1F fibroblasts, Alexa488-fibronectin deposition fluorescence, overnight; inhibition, % at 12.6 µM; actives 0.086% (n = 350,000);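 active = mean inhibition across replicates of 30% or more, regardless of how many single replicates reach that level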;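 note: positive control wells lacked labelled fibronectin entirely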
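Assay system: AH1F fibroblast monolayer, labelled fibronectin deposition. Amount: 10000 cells per well. Also added: labelled fibronectin 24 nM. Compound: single-point pinned compound. Incubation: cell attachment 1 h, compound and FN exposure overnight. Detection: fluorescence after three HBSS washes, excitation 485 nm, emission 525 nm. Read-out: inhibition of fibronectin deposition signal.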
INS-1E GSIS act – primary screen for activators of insulin secretion dependent on glucose, INS-1E cells, GLuc reporter luminescence. AID 743287. INS-1E GLuc reporter insulin secretion, 2-3 h. actives 0.61% (n = 370,000). activation, % at 16.6 µM;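 active = lowest replicate activation of at least 40%, so every replicate reaches that level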;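 note: 0% = median of neutral control wells and 100% = median of IBMX positive control wells; some compounds called inactive have numbers as strong as hits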
Cneo AK release – Cryptococcus neoformans lysis via adenylate kinase release. C. neoformans lysis, adenylate kinase release luminescence, 4 h; normalised: neutral wells 0, clomiphene wells 100. lysis activity, % at 15 µM. actives 0.2% (n = 360,000). AID 651654;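 active = mean lysis activity across replicates of at least 80%, whatever share of replicates individually reach that level; inactive = mean lysis activity below 80%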
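Assay system: C. neoformans cells. Amount: yeast cell density of 5 × 10^6 cells/mL. Technique: AK luminescence. Buffer or medium: YPD. Times: static 4 h at 37 °C with compound, 1 h detection. Dosing: single-point compound dose. Read-out: lysis from increased AK signal.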
miR122 inh – blocks miR-122 activity in Huh7 sensor cells. Huh7 miR-122 Renilla luciferase sensor, 48 h; neutral wells = 0, positive control = 100. activation (reporter increase), % at 12.5 µM. actives 0.3% (n = 340,000). AID 602342;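 active = mean replicate activation score at least 90 and every replicate individually at or above 90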;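 note: higher luciferase means less miR-122 activity so hits act as miR-122 inhibitors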
PGC1a acetyl inh – PGC1a acetylation modulation, inhibitor mode | U2OS PGC1a acetylation, AlphaScreen anti-acetyl-lysine; with virally co-expressed GCN5 acetyltransferase | inhibition, % at 15.6 µM | actives 0.17% (n = 350,000) | AID 651687;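 active = every replicate shows inhibition of at least 40%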;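 note: 0% = neutral control wells and 100% = positive control wells; some results beyond the cut were filed as inactive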
PglD inh – blocks C. jejuni PglD acetyltransferase activity. purified PglD enzyme, DTNB colorimetric CoA detection. inhibition, % at 12.5 µM. actives 0.098% (n = 360,000). AID 602405; in the data active = inhibition above about 16%, passing the limit was not always enough; note: strong numbers were not always called active
CFTR F508del cor – correctors of CFTR F508del function in bronchial epithelial cells; activity (quench increase), % at 7.58 µM; CFBE cells, YFP halide quenching; stimulated with forskolin plus potentiator P3; % fluorescence drop versus neutral controls; actives 0.36% (n = 350,000);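 active = mean added fluorescence quench of at least 8% versus neutral control, with both replicates also reaching 8%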;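 note: cells transiently co-express mutant CFTR-F508del with the halide-sensitive YFP; corrector assay measuring rescue of mutant channel to the surface after 24 h compound exposure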
Numbers without * were called inactive; . = no result given; [ ] = remark or other dose. This is a random part of the collection. About 2.1% of those tested had a hit in this group.

molecule	C2C12 statin	FN deposition inh	miR122 inh	PglD inh	INS-1E GSIS act	PGC1a acetyl inh	Cneo AK release	CFTR F508del cor
O=C(Nc1ccccc1C(=O)O)c1cc(S(=O)(=O)N2CCCCCC2)ccc1Cl	-3	6	.	0	-5	.	-2	-0.4
CCN(CC(=O)Nc1ccc(OC)cc1)C(=O)c1ccc2ccccc2c1	-2	-3	0	5	-12	-2	1	0.1
NCCCCCc1nnc(SCc2ccccc2Cl)o1	7	-6	-3	.	.	17	-2	.
C[C@@H]1CN([C@@H](C)CO)C(=O)Cc2cc(NS(=O)(=O)c3ccc(F)cc3)ccc2O[C@@H]1CN(C)C(=O)Nc1cccc2ccccc12	34	-14	-3[16.7 µM]	0	-3	0	-12	-2.2
CC1CCCCC1NC(=O)Cn1nnc(-c2ccc(Cl)cc2)n1 (stereo unspecified)	4	.	0	.	10	.	.	-1.0
Cc1cc(=O)oc2cc(OCC(=O)OCC(=O)Nc3ccc4ccccc4c3)ccc12	.	-3	-6	-1	-2	-5	-1	.
O=C(O)c1cc(S(=O)(=O)Nc2ccc(N3CCCCC3)cc2)ccc1Cl	5	3	-2	-3	-5	7	2	0.3
C[C@@H]1CN([C@H](C)CO)C(=O)c2cc(NS(=O)(=O)c3ccccc3)ccc2O[C@@H]1CN(C)C(=O)NC1CCCCC1	-16	.	0[16.7 µM]	0	-8	-7	0	3.0

(list continues)
molecule	C2C12 statin	FN deposition inh	miR122 inh	PglD inh	INS-1E GSIS act	PGC1a acetyl inh	Cneo AK release	CFTR F508del cor
C[C@@H]1CN([C@H](C)CO)C(=O)c2cc(-c3ccc(C(=O)N(C)C)cc3)cnc2O[C@@H]1CN(C)C(=O)c1ccncc1	-2	1	0[16.7 µM]	0	16	0	-4	1.5
CCOC(=O)c1nn(-c2ccc3c(c2)CCN3C(C)=O)cc1O	15	.	-2	-1	8	-5	-4	3.2
COc1ccccc1NS(=O)(=O)c1cc(C(=O)N2CCCC2)ccc1F	5	5	2	-3	-3	.	1	1.1
CC(OC(=O)c1cccs1)C(=O)NCc1ccco1 (stereo unspecified)	-7	.	-1	-1	10	0	0	.
COC(=O)c1ccc(CNC(=O)c2ccc3oc(C(C)C)nc3c2)cc1	-9	8	0	-4	-17	0	1	-0.6
COc1ccc(OC)c(Nc2nc(-c3ccccc3O)nc3ccccc23)c1	.	.	1	.	6	3	.	2.2
C[C@@H]1CN([C@H](C)CO)C(=O)c2cc(NC(=O)c3ccncc3)ccc2O[C@@H]1CN(C)C	-4	.	4[16.7 µM]	2	19	-3	3	0.6
O=C(O)c1cccc(N=NN2CCOCC2)c1	.	5	-4	.	6	1	.	-0.2

The listing continues:
molecule	C2C12 statin	FN deposition inh	miR122 inh	PglD inh	INS-1E GSIS act	PGC1a acetyl inh	Cneo AK release	CFTR F508del cor
COC(=O)[C@@H](NC(=O)NC1CCCc2ccccc21)C(C)C (stereo partly specified)	17	-10	.	7	9	5	0	.
COc1ccc(C(N)=O)c(OCC(=O)Nc2cc(C)on2)c1	22	1	9	-4	2	0	0	0.8
COc1ccc2ccccc2c1/C=N\NC(=O)c1cccnc1	-1	-1	-3	5	17	-3	1	-0.2
COc1ccc(S(=O)(=O)Nc2ccc3c(c2)CC(=O)N([C@@H](C)CO)C[C@H](C)[C@@H](CN(C)S(=O)(=O)c2cccs2)O3)cc1	12	-2	1[16.7 µM]	3	7	12	1	-0.4
C[C@@H]1CN([C@@H](C)CO)C(=O)c2c(c3ccccc3n2C)-c2ccccc2CO[C@H]1CN(C)C(=O)CCC(F)(F)F	.	6	.	-10	-10	3	0	1.3
O=C(c1cnccn1)N1CC(=O)N2[C@H](CO)[C@H](c3ccc(C#CC4CCCC4)cc3)[C@@H]2C1	.	1	.	.	-4	-4	.	2.2
O=C(NC12CC3CC(CC(C3)C1)C2)c1cncc(O)c1	27	-3	-2	1	.	-2	-2	.
CCOC(=O)c1ccc(NC(=O)c2ccccc2[N+](=O)[O-])cc1	6	-2	-3	3	8	-4	1	.

(listing goes on)
molecule	C2C12 statin	FN deposition inh	miR122 inh	PglD inh	INS-1E GSIS act	PGC1a acetyl inh	Cneo AK release	CFTR F508del cor
O=C(CN(Cc1ccccc1)C(=O)CNS(=O)(=O)c1ccc(F)cc1)NCC1CCCO1 (stereo unspecified)	13	-3	-7	-1	23	.	0	-2.1
CC(=O)CCC(=O)N1CCCC(N2CCN(c3cccc(Cl)c3)CC2)C1 (stereo unspecified)	-2	-2	3	-6	0	-10	4	1.1
O=c1cc(CO)oc(C(Nc2ccccn2)c2ccccc2Cl)c1O (stereo unspecified)	.	7	.	.	-4	6	.	-0.9
C[C@@H]1CN([C@@H](C)CO)C(=O)c2cc(-c3cccc(F)c3)cnc2O[C@@H]1CN(C)S(C)(=O)=O	.	-6	-1[16.7 µM]	0	8	4	5	1.0
COc1cccc(NC(=O)N(C)C[C@@H]2Oc3ncc(C#Cc4ccc(F)cc4)cc3C(=O)N([C@@H](C)CO)C[C@@H]2C)c1	7	6	-3[16.7 µM]	5	-36	-4	6	2.4
Cc1[nH]c(=O)c(C#N)cc1-c1ccncc1	0	19	0	-1	32	-3	4	0.9
O=S(=O)(c1ccc(F)cc1)N1CCN(c2ccc(-c3ccccc3)nn2)CC1	.	-2	.	.	-1	7	.	0.6
CCCN1[C@@H]2Cn3c(ccc(-c4ccc(F)cc4)c3=O)[C@H]1[C@@H](C(=O)NCCOC)[C@@H]2CO	17	.	.	2	-4	.	0	.

The list goes on:
molecule	C2C12 statin	FN deposition inh	miR122 inh	PglD inh	INS-1E GSIS act	PGC1a acetyl inh	Cneo AK release	CFTR F508del cor
N/C(=N\OC(=O)c1ccccc1)c1ccn[nH]1	6	.	-6	-3	17	.	-11	1.3
O=C(COC(=O)/C=C/c1cccc(F)c1)NC(=O)NC1CCCC1	5	-12	.	-3	-9	10	0	0.1
CN(CC(=O)Nc1cccc(F)c1)C(=O)CCCn1c(=O)oc2ccccc21	14	2	.	.	-4	.	.	-2.0
C=CCNc1sc(C(=O)c2cccs2)c(N)c1C#N	-2	9	1	-6	22	-2	-1	.
Cc1cc(C(=O)OCC(=O)N2c3ccccc3NC(=O)C2(C)C)c(C)n1-c1ccccc1	.	0	.	2	-22	.	1	-2.3
CCOC(=O)N1CCN(C(=O)c2[nH]c(C(F)(F)F)nc2-c2ccccc2)CC1	2	3	-4	6	3	4	1	2.2
O=C(OCc1nnc(-c2ccccc2)o1)C1CCN(C(=O)c2ccc(Cl)cc2)CC1	11	.	0	8	0	0	0	0.4
O=C(c1ccco1)c1coc2c1cc(O)c1ccccc12	.	5	.	4	-9	.	-5	-0.1

(more compounds)
molecule	C2C12 statin	FN deposition inh	miR122 inh	PglD inh	INS-1E GSIS act	PGC1a acetyl inh	Cneo AK release	CFTR F508del cor
COc1ccc(N2CCC(CNC(=O)Nc3ccc(C)c(C)c3)C2)cc1 (stereo unspecified)	4	-6	3	3	.	-8	0	-0.2
Cc1ccc(CSCC(=O)N2CCOCC2)cc1	104*	.	-4	-1	10	11	5	.
COc1cc(NC(=O)COC(=O)c2ccc(C)c(S(=O)(=O)N3CCCCC3)c2)c(C)cc1[N+](=O)[O-]	-17	-2	-1	3	.	-12	1	-1.7
CCCc1nc2ccc(NC(C)=O)cc2c(=O)n1Cc1cccc(Cl)c1	4	-14	6	0	-24	10	-1	-0.7
O=C(CN1C(=O)C2C3C=CC(C3)C2C1=O)NCc1ccco1 (stereo unspecified)	.	.	-3	4	.	0	0	.
NS(=O)(=O)c1ccc(CNC(=O)c2cc(=O)c3ccccc3o2)cc1	-3	8	2	2	-3	12	-1	-2.7
COc1ccc(C(=O)NC2CC2)cc1OC1CCN(Cc2ccc(Cl)cc2)CC1	-13	.	0	-9	.	0	-1	.
COc1ccc([C@H]2N[C@]3(CCCN(Cc4ccc(C(F)(F)F)cc4)C3=O)[C@H]3C(=O)N(C)C(=O)[C@@H]23)cc1	7	11	-4	-3	.	1	-2	0.1

Next section
molecule	C2C12 statin	FN deposition inh	miR122 inh	PglD inh	INS-1E GSIS act	PGC1a acetyl inh	Cneo AK release	CFTR F508del cor
Nc1nonc1-n1nnc(C(=O)N/N=C/c2cccc(Cl)c2)c1CN1CCCCCC1	-3	4	.	1	-2	-1	1	1.9
CCOc1ccc(N2C(=O)/C(=C/c3ccccc3)N=C2SC)cc1	.	2	.	.	-5	-7	.	1.1
CCC(C)[C@H](NC(=O)[C@@H]1CSC2c3ccccc3C(=O)N21)C(=O)NCc1ccncc1 (stereo partly specified)	28	-17	-2	-2	-10	3	2	1.0
CCN(CC)c1ccc(-c2nc3cnccn3c2NC2CCCC2)cc1	-36	-4	0	4	.	3	-3	.
CC(=O)Nc1c(C)nn(-c2ccc(C)c(C)c2)c1C	.	3	-10	4	.	.	0	.
COc1ccc(S(=O)(=O)Nc2ccc3c(c2)CC(=O)N([C@@H](C)CO)C[C@@H](C)[C@@H](CN(C)C(=O)NC(C)C)O3)cc1	-22	-2	9[16.7 µM]	3	13	-8	-3	-1.6
CCCC#Cc1cnc2c(c1)C(=O)N([C@@H](C)CO)C[C@H](C)[C@@H](CN(C)C(=O)Nc1cccc(F)c1)O2	6	-20	-12[16.7 µM]	0	-14	14	0	2.5
COCc1c(C(=O)OCC(=O)N2c3ccccc3CC2C)oc2ccccc12 (stereo unspecified)	4	8	-7	5	.	13	0	.

Further entries.
molecule	C2C12 statin	FN deposition inh	miR122 inh	PglD inh	INS-1E GSIS act	PGC1a acetyl inh	Cneo AK release	CFTR F508del cor
O=C(Cn1nnc(-c2cccs2)n1)N1CCOCC1	.	5	.	.	-3	0	.	1.1
CSc1cccc(N2C(=O)C3CCCN3C2=S)c1 (stereo unspecified)	3	-6	-3	-3	26	6	0	-1.5
CCOc1ccc(NC(=O)CSc2nnc(-c3ccco3)n2C)cc1	.	.	-1	4	.	2	9	.
O=C(N/N=C/c1ccco1)c1cc(C2CC2)[nH]n1	.	-6	.	18	10	-13	-9	-1.8
O=C(Nc1ccnn1C1CCN(C(=O)Cc2cccc(Cl)c2)CC1)C1CC1	9	-3	-7	1	-7	-6	-2	3.5
CO[C@H]1CC[C@@H]2CCN(C)C(=O)[C@@H](C)CN(C)C(=O)c3cccc(C#N)c3OC[C@H]1O2	-2	-3	.	0	11	.	2	.

Another view of some results above:
compound: O=C(Cn1nnc(-c2cccs2)n1)N1CCOCC1
  C2C12 statin: .	FN deposition inh: 5	miR122 inh: .	PglD inh: .	INS-1E GSIS act: -3	PGC1a acetyl inh: 0	Cneo AK release: .	CFTR F508del cor: 1.1

compound: CSc1cccc(N2C(=O)C3CCCN3C2=S)c1 (stereo unspecified)
  C2C12 statin: 3	FN deposition inh: -6	miR122 inh: -3	PglD inh: -3	INS-1E GSIS act: 26	PGC1a acetyl inh: 6	Cneo AK release: 0	CFTR F508del cor: -1.5

compound: CCOc1ccc(NC(=O)CSc2nnc(-c3ccco3)n2C)cc1
  C2C12 statin: .	FN deposition inh: .	miR122 inh: -1	PglD inh: 4	INS-1E GSIS act: .	PGC1a acetyl inh: 2	Cneo AK release: 9	CFTR F508del cor: .

Screening results as filed in PubChem.
